Wnt act: Wnt/beta-catenin pathway activation | Wnt/beta-catenin reporter cell assay, activator, plate reader | activation, % at 9.35 µM | 300,000 compounds, 1.2% hits; in the data active means activation above about 30%, passing the limit was not always enough; inconclusive means no clear call, values can overlap the other calls;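 further: 0% = neutral control wells and 100% = positive control wells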
PvdQ inh: blocks Pseudomonas aeruginosa PvdQ acylase activity. inhibition, % at 10 µM. purified PvdQ acylase, fluorescence plate reader. AID 488965. 340,000 compounds, 0.063% hits; in the data active means inhibition above about 30%, passing the limit was not always enough; inconclusive means no clear call, values can overlap the other calls;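 further: 0% = vehicle neutral wells and 100% = reference inhibitor wells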
Rtt109 Vps75: C. albicans Rtt109 histone acetyltransferase inhibition; Q5AAJ8; AID 540336; inhibition, % at 34.9 µM; 330,000 compounds, 0.16% hits; purified Rtt109/Vps75, ThioGlo CoA-SH fluorescence, 4 h;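 active means inhibition of at least 50% in every replicate; inconclusive means best replicate reaches 50% inhibition but some replicates fall short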
Target sequence (Q5AAJ8 whole entry, looked up): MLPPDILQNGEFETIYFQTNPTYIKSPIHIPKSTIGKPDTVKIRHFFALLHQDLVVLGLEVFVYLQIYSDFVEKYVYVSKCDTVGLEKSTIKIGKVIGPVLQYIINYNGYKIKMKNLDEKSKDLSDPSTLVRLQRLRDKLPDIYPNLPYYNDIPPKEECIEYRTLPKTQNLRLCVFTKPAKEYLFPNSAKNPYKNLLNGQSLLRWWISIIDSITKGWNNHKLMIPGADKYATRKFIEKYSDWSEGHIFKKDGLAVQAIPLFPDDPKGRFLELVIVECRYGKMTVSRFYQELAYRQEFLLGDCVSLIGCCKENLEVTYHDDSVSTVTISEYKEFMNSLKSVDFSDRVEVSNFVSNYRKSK
SR-BI uptake up: activators of SR-BI mediated HDL lipid uptake. CHO ldlA[mSR-BI] cells, DiI-HDL uptake fluorescence, 3 h; 100 = double the neutral-control signal. activation, % at 12.5 µM. 320,000 compounds, 0.096% hits. AID 504775;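 active means mean replicate activation of at least 60% and every replicate at or above 60%; inconclusive means mean or all-replicate condition met, but not both; inactive means mean below 60% and not all replicates reaching 60%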;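 further: 0% = median plate neutral-control signal and 100% = twice that signal; values of inactives mirror those of a sister screen read the other way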
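Assay system: CHO ldlA[mSR-BI] cells, LDL receptor-null, SR-BI overexpressing; medium: Ham's F12 with 0.5% BSA, HEPES 25 mM, pH 7.4; also added: DiI-HDL 10 µg/mL; timing: 3 h uptake period with compound, 37 °C; signal: DiI fluorescence, bottom read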
HTR5A ag: HTR5A agonism, opioid heterodimer counter-screen | P47898 | HTR5A agonist assay, luminescence, cell-based | activation, % at 9.3 µM | 340,000 compounds, 0.61% hits | AID 504692; in the data active means activation mostly above about 9.5%, no sharp cut-off; inactive means mostly below about 7.6%;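 further: 0% = cells with vehicle only and 100% = reference agonist; strong numbers were not always called active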
Target sequence (P47898 whole entry, looked up): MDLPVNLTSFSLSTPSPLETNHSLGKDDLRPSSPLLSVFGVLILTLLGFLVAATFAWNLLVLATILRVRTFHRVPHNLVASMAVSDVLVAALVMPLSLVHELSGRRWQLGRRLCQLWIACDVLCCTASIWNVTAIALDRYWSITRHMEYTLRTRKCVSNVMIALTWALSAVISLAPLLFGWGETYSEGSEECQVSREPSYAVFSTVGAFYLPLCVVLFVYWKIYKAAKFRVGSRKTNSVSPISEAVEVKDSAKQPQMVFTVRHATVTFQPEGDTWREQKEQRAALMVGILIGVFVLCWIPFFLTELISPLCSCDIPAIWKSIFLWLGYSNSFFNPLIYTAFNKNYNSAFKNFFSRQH
cardiac RTF act: cardiac RTF calcium sensitization. P19429+P45379. IANBD-labeled TnC RTF fluorescence at EC20 calcium; 0% EC20 calcium, 100% full calcium. activation, % at 7.2 µM. 340,000 compounds, 0.24% hits;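 active means activation above the mean over all tested compounds plus 3 SD, cut at about 30% in these data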;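 further: rise in fluorescence read as greater calcium sensitivity of cardiac thin filaments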
MITF TRPM1 HTS: MITF TRPM1 promoter activation in melanoma cells; SK-MEL-5 TRPM1-promoter luciferase, 24 h; % of positive control, neutral wells = 0; activation, % at 12.5 µM; 300,000 compounds, 0.75% hits; AID 588334;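 active means mean activation of at least 80% with every replicate also reaching 80%; inconclusive means mean reaches 80% but some replicate falls short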;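 further: 0% = neutral control wells and 100% = parthenolide positive control wells; values of inactives mirror those of a sister screen read the other way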
dFosB act: activators of mouse delta FosB homodimer; P13346; activation, % at 25 µM; AID 493131; 340,000 compounds, 0.99% hits; purified delta FosB, TAMRA-CDK5 oligo fluorescence polarization; percent of positive-control signal above neutral wells;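 active means mean activation above about 17%, with every replicate also reaching it, limit read from the data, passing the limit was not always enough; inconclusive means only one of the two conditions met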;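 further: fluorescence polarization rise as delta FosB binds a TAMRA Cdk5 AP-1 oligo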
Target sequence (P13346 whole entry, looked up): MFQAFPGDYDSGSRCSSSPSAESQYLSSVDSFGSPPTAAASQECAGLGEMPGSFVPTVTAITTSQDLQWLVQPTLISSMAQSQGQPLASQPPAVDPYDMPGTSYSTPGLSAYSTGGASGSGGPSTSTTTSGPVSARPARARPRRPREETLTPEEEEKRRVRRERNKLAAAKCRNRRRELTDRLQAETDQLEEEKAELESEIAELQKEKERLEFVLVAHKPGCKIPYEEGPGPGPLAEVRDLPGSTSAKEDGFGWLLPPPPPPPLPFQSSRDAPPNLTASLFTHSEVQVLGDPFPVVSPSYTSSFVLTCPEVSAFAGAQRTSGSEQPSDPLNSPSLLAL
SR-BI HDL uptake: inhibitors of mouse SR-BI mediated HDL lipid uptake; ldlA[mSR-BI] CHO cells, DiI-HDL uptake fluorescence, 3 h; AID 488896; Q61009; 320,000 compounds, 0.96% hits; inhibition, % at 12.5 µM;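 active means mean replicate inhibition of at least 70% and a set share of replicates each scoring 70 or more; inconclusive means meets just one of the two criteria; inactive means fails both criteria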;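 further: 0% = median of neutral control wells and 100% = median of positive control wells; values of inactives mirror those of a sister screen read the other way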
CDK5 p35 inh: inhibitors of human CDK5/p35 kinase; Recombinant CDK5/p35, ADP-Glo luminescence, 60 min; inhibition, % at 10 µM; 330,000 compounds, 0.01% hits;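 active means highest replicate inhibition of at least 50% and at least 75% of replicates reaching 50%; inconclusive means only one of the two criteria met; inactive means both criteria failed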;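 further: plate controls were DMSO neutral control for no effect and GW8510 at 10 µM for full effect; many of its hits are not listed in these tables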
* hit, by the source's call; ? = inconclusive; / = no result given. Not a hit list. About 4.4% of those tested had a hit in this group.

Molecule,Wnt act,PvdQ inh,Rtt109 Vps75,SR-BI uptake up,HTR5A ag,cardiac RTF act,MITF TRPM1 HTS,dFosB act,SR-BI HDL uptake,CDK5 p35 inh
COc1ccc(Cl)cc1NC(=O)COC(=O)/C=C/c1c(C)nn(C2CCS(=O)(=O)C2)c1Cl (stereo unspecified),/,-6,-4,14,-1,8,-13,-13,-14,1.8
COc1cc(/C=C(\C#N)c2[nH]nc(N)c2C#N)cc(OC)c1O,/,-21,8,-48,8,0,-7,-10,48,-8.0
CC(CC(=O)N1CCN(c2cccc(Cl)c2)CC1)S(=O)(=O)c1ccc2c(c1)NC(=O)CO2 (stereo unspecified),-3,-9,2,-13,3,5,-23,-4,13,-1.8
C#CCn1c(S(=O)(=O)Cc2ccc(C)cc2)nc(-c2ccccc2)c1-c1ccccc1,/,4,-2,-50,2,-4,12,-13,50,-0.4
CCN(Cc1cc(=O)n2ccsc2n1)Cc1nc2cc(OC)c(OC)cc2c(=O)[nH]1,2,-4,-3,6,6,-1,0,-6,-6,-0.3
COC(=O)[C@@]12CCCCN1[C@H](c1ccc(-c3ccc(Cl)c(Cl)c3)c(OC)c1)[C@H]1C(=O)N(C)C(=O)[C@H]12,-3,-13,7,-2,0,1,-2,-6,2,-0.6
C/C(=N/NC(=O)c1cccc(Br)c1)C1CC2CCC1C2 (stereo unspecified),0,-23,1,/,-5,3,5,5,12,-1.5
COc1ccc2nc(SCC(=O)N3CCCCC3)c(C#N)cc2c1,-2,1,-5,-43,-12,-1,43,-17,43,1.7
COc1cccc(C(=O)N/N=C/c2ccc(OC)c(COc3ccccc3C(N)=O)c2)c1,-2,8,5,-46,-2,-3,-3,-21,46,-0.5
O=C(Nc1ccccc1)N1CCN(c2cccc(C(F)(F)F)c2)CC1,/,-6,-4,-12,5,2,1,-7,12,-1.4
Cc1ccc(-n2c(SCC(=O)Nc3ccc4c5c(cccc35)CC4)nc(O)c(C)c2=O)cc1,-2,-14,-2,-26,5,12,-8,-5,26,-0.2
Cc1nnc(SC(C)C(=O)Nc2ccc(S(=O)(=O)N3CCCCC3)cc2)s1 (stereo unspecified),/,9,-13,5,1,-3,-8,-5,-5,1.0
CCOc1ccccc1CNC(=O)C1CCN(c2nn3c(=O)cc(C)nc3s2)CC1,-2,-11,15,-65,2,0,3,-11,65,0.5
Cc1ccc(NC(=O)C(=O)NC2CCCCC2)cc1,/,-16,-2,6,-3,-3,?,-1,-6,1.7
Cc1ccc(-c2nnc(SCC(=O)Nc3cccnc3Cl)n2N)cc1,3,-19,-2,30,13,-1,12,4,-30,-0.5
COc1ccc(C(=O)O)c(OC)n1,-2,-5,-10,/,5,-1,-4,2,/,0.4
O=C(/C=C/c1ccccc1)c1ccccn1,3,-10,0,29,3,7,32,-1,-29,0.6
Cc1cccc(N2CCN(C(=O)c3nn(C)c4c3CS(=O)(=O)c3ccccc3-4)CC2C)c1 (stereo unspecified),0,5,16,-26,-4,0,-8,-4,26,/
CC(C)CCNC(=O)CN(C(=O)CCC(=O)Nc1nccs1)c1ccc2c(c1)OCCO2,-2,6,3,6,-5,-4,-14,-2,-6,1.2
COC(=O)c1cc(C(=O)OC)cc(-n2c(C)cc(C(=O)COC(=O)CNS(=O)(=O)c3ccc(C)cc3)c2C)c1,-3,-7,5,-35,3,4,-12,-1,35,-0.6
O=C(Oc1ccc(=O)n(-c2ccccc2)n1)c1ccccc1,0,8,28,/,-6,-1,-7,-3,/,-1.2
CCC(CC)NC(=O)COC(=O)c1ccc2c(c1)C(=O)N(Cc1ccco1)C2=O,0,1,-5,/,14,1,/,-3,/,0.5
O=C1CCCCC1Oc1ccc2ccc(=O)oc2c1 (stereo unspecified),1,-11,-8,14,-2,8,-7,4,-14,1.7
CCOC(=O)c1cnc(Nc2ccccc2)nc1C(F)(F)F,0,4,-1,-9,1,-11,/,-11,9,0.2
Cc1ccc(S(=O)(=O)NCCSc2nnc(N)s2)cc1,/,-7,0,32,1,-9,-8,1,-32,0.0
CC(NCC(O)COc1ccc2ccccc2c1)c1ccccc1 (stereo unspecified),0,-11,3,17,6,-2,-3,-1,-17,-2.5
CN(C)C(=O)N1CCCC(C(=O)NCCc2ccccc2)C1 (stereo unspecified),/,-3,2,-6,1,1,17,-17,6,0.6
O=C(NNS(=O)(=O)c1ccc([N+](=O)[O-])cc1)C1CCCCC1,2,4,-13,63*,-4,0,-12,0,-63,-0.5
O=C(NNc1cccc(Cl)n1)c1ccccc1CC[N+](=O)[O-],-6,4,-4,-22,-1,-2,2,1,22,1.7
Cc1ccc2cc3cc(C(=O)N4CCN(C(=O)c5ccco5)CC4)sc3nc2c1,-2,-3,-14,-16,-6,4,13,-24,16,1.3
Cc1cc(C)c2cc(CN(CC3CCCO3)C(=S)NCc3ccco3)c(=O)[nH]c2c1 (stereo unspecified),-1,1,25,-20,/,/,-3,-10,20,-0.3
CCCCNC(=O)C1(c2ccc(OC)cc2)CCOCC1,/,-4,-8,11,3,-4,/,-6,-11,0.5
O=C(COC(=O)c1ccc(S(=O)(=O)NCc2ccco2)cc1)Nc1ccccc1OC(F)F,0,-5,7,-9,4,4,-1,-1,9,1.1
CCOC(=O)C1(CC2CC2)CCN(Cc2ccc3cccc(F)c3n2)CC1,0,-11,3,-12,5,5,12,-2,12,-4.4
Cc1ccc(S(=O)(=O)N2CCC(C(=O)OCC(=O)N(C)C3CCCCC3)CC2)cc1C,-3,-10,-2,-25,12,1,-4,-2,25,-0.8
COc1ccc(OC)c(NC(=O)CSc2nc3ccccc3c(=O)n2CC2CCCO2)c1 (stereo unspecified),-2,-15,4,-5,8,10,-5,-13,5,1.0
Cc1csc(N/N=C/c2ccccc2F)n1,11,-4,3,-8,4,0,49,-2,8,-0.6
Nc1c(C(=O)OCC(=O)Nc2ccc(Cl)cc2[N+](=O)[O-])[nH]c(=O)[nH]c1=O,0,-4,2,11,4,-7,-4,1,-11,1.0
COc1ccc(NC(=O)CSc2n[nH]c(-c3ccccc3)n2)cc1S(N)(=O)=O,3,-7,-5,8,-1,-2,7,-1,-8,0.1
CCCS(=O)(=O)N1CCN(CC2CC3C=CC2C3)CC1 (stereo unspecified),/,-6,-4,23,-6,1,-2,-2,-23,-3.2
N#Cc1c(-c2ccccc2)nc(SCc2cccc(Cl)c2)[nH]c1=O,-2,0,6,16,4,-2,5,-12,-16,0.2
CC1CC(C)CN(S(=O)(=O)c2ccc(NC(=O)c3ccc(=O)[nH]c3)cc2)C1 (stereo unspecified),-7,-2,2,13,7,1,-29,-14,-13,-0.1
COc1ccc(S(=O)(=O)C(C#N)c2nc3ccccc3nc2N2CCCCC2)cc1 (stereo unspecified),/,1,-9,2,3,0,9,6,-2,-0.9
CC(=O)C1C(=O)C=C(c2cccs2)CC1c1ccccc1 (stereo unspecified),-3,-8,-6,5,/,/,3,-4,-5,-0.1
CC(C)CN(CC(C)C)c1nn[nH]n1,-8,-14,0,11,2,1,4,-2,-11,1.2
O=C(Nc1cccnc1)c1cc(-c2ccc(Cl)c(Cl)c2)on1,14,-7,-1,7,2,-9,16,76*,-7,-2.7
O=C(COC(=O)c1n[nH]c(=O)c2ccccc12)Nc1ccccc1F,0,-3,-3,-1,-2,7,-10,-3,1,-0.7
C=CCN(c1ccccc1OC)S(=O)(=O)c1cccc(C(=O)OCC(=O)c2c[nH]c3ccccc23)c1,/,-15,-6,-24,7,3,-12,4,24,0.0
COc1cccc(NC(=O)COC(=O)CCC2CCCC2)c1,1,-16,2,-9,-3,-2,3,-5,9,-1.0
O=C(NC1CCSc2ccccc21)c1cccc([N+](=O)[O-])c1 (stereo unspecified),8,15,4,7,7,-1,-4,-7,-7,-0.4
CN1/C(=C/C(=O)COC(=O)CN2C(=O)C3CC=CCC3C2=O)C(C)(C)c2ccccc21 (stereo unspecified),-1,0,10,14,-3,11,2,4,-14,-1.6
COc1cc(C2C=C(C34CC5CC(CC(C5)C3)C4)NC(=S)N2)cc(OC)c1OC (stereo unspecified),/,4,8,/,1,-2,1,0,64,0.2
COc1ccc(NC(=O)c2c[nH]c(=O)n(-c3ccc(C)c(C)c3)c2=O)cc1OC,2,-5,-8,22,5,7,-9,-20,-22,-0.2
Nc1ccc(Cc2ccc(N)c(O)c2)cc1O,-11,-12,-5,-14,1,-1,8,44*,14,-1.1
O=C(Nc1cccnc1)c1cccnc1Cl,5,-12,-8,16,0,3,/,-1,-16,-1.1
CCN(CC(=O)Nc1c(F)cccc1F)C(=O)CSC(=S)N1CCCC1,-3,-16,-14,-2,2,3,6,-11,2,0.6

Later entries:
Molecule,Wnt act,PvdQ inh,Rtt109 Vps75,SR-BI uptake up,HTR5A ag,cardiac RTF act,MITF TRPM1 HTS,dFosB act,SR-BI HDL uptake,CDK5 p35 inh
CCOC(=O)c1ccccc1NC(=O)COC(=O)c1ccc(OCC(=O)N2CCOCC2)c(OCC)c1,-3,-6,10,-38,9,0,11,-6,38,0.7
O=C(O)c1ccccc1NSc1ccccc1[N+](=O)[O-],16,-4,10,3,-3,-6,-5,1,-3,-0.1
COc1ccc2nc(SCCOC(=O)Nc3ccc(Cl)cc3)nc(C)c2c1,-2,23,-1,20,-2,3,-2,-1,-20,0.7
COC(=O)C1=NNC2(c3ccc(C)cc3)C(=O)N(c3cccc(C)c3C)C(=O)C12 (stereo unspecified),/,3,7,10,-2,-10,6,-6,-10,0.8
Cc1ccc(CSCC(=O)N(C)CC(=O)Nc2ccccc2C(F)(F)F)cc1,1,-8,1,33,-1,3,1,-1,-33,-2.7
CCCN(Cc1ccccc1)S(=O)(=O)c1ccc(N2C(=O)CCC2=O)cc1,/,-5,-1,-9,-3,7,-13,-3,9,0.4
CC(C)CCN1CCN(Cc2cccc(-n3cccn3)c2)CC1CCO (stereo unspecified),-5,-9,2,/,7,1,2,-6,/,3.3
CC1(C)Oc2ccc(C(=O)NC3CCCC3)cc2N(CC(=O)NC2CCCC2)C1=O,1,1,-12,10,2,1,-4,-8,-10,-1.3
CCOC(=O)C1=C(C)N=C2SC(CC)C(=O)N2C1c1cccc(F)c1 (stereo unspecified),/,-9,-3,4,1,1,-11,-5,-4,1.2
COc1ccc(OCCCC(=O)OC(C)C(=O)Nc2cccc(C(C)=O)c2)cc1 (stereo unspecified),0,-1,8,2,4,-3,9,-12,-2,0.9

High-throughput results from PubChem.
